# TEAD-YAP block: TEAD-YAP interaction inhibition; HEK-TIYL cells, TEAD-Gal4/YAP UAS-luciferase luminescence; inhibition, % at 9.12 µM; hit rate 1.4% among 640,000; AID 1259422; in the data active = inhibition above about 32%;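 also: 0% = median of test compound wells and 100% = reference inhibitor wells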
# FBW7 activator: activators of human E3 ligase FBW7; Q969H0; AlphaScreen FBW7–phospho-cyclin E peptide binding, activator screen; normalized activity (activation), % at 26.1 µM; hit rate 0.13% among 650,000; in the data active = normalized activity above about 1.9%;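 also: purified mutant Fbw7 with reduced substrate affinity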
# MITF primary: human MITF inhibition, primary screen; O75030; inhibition, % at 2.6 µM; AlphaScreen MITF homodimerization, bead proximity signal; hit rate 0.91% among 650,000; in the data active = inhibition above about 50%;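 also: 0% = vehicle wells with protein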
# Target sequence (O75030 whole entry, looked up): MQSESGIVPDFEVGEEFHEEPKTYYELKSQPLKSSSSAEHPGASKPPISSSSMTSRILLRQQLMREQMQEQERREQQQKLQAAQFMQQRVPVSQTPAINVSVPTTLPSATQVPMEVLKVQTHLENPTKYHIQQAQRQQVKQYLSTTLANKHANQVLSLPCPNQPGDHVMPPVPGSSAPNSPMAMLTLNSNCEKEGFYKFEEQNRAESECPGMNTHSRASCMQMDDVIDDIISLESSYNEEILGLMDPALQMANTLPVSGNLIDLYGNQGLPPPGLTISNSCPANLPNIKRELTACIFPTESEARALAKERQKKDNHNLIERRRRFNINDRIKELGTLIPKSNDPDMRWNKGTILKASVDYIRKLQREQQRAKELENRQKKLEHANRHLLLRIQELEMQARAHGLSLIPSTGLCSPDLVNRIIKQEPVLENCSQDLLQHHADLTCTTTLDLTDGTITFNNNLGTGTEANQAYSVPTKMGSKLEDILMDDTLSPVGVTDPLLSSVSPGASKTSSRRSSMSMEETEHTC
# GPR151 activ: activators of human GPR151 | Q8TDV0 | PathHunter beta-arrestin GPR151 cells, luminescence | activation, % at 11.2 µM | hit rate 1% among 650,000 | AID 1508602; in the data active = activation above about 4.9%;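 also: 0% = median of compound wells and 100% = cells with positive control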
# Target sequence (Q8TDV0 whole entry, looked up): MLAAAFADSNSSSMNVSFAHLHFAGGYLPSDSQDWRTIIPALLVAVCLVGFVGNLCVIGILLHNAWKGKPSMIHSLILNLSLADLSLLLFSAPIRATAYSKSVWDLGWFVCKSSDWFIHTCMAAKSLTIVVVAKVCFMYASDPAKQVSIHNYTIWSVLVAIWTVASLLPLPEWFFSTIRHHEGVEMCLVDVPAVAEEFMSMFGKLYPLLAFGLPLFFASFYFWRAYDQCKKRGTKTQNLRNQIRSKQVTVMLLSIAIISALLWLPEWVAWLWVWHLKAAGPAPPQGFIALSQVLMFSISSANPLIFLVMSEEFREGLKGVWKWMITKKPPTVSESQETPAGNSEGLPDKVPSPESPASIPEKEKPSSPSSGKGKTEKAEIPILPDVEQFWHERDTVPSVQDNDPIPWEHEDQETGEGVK
# The depositor's hits bear a star; . = not tested or not shown.
SMILES,TEAD-YAP block,FBW7 activator,MITF primary,GPR151 activ
CCOc1ccccc1NC(=O)COC(=O)C(CC(C)C)NC(N)=O (stereo unspecified),1,0.1,7,1.5
O=C(Nc1ccc(Oc2ccccc2)cc1)c1csc(-c2csc3ccccc23)n1,-27,0.1,-1,-0.1
Cc1ccc(-c2[nH]nc3c2C(c2cccnc2)C(C#N)=C(N)O3)cc1 (stereo unspecified),-12,0.1,9,1.2
CCCN1C(=O)c2cc(C(=O)NCc3ccc(OC)cc3)ccc2C1O (stereo unspecified),4,0.1,5,0.1
CCOC(=O)C(Oc1ccc([N+](=O)[O-])cc1)c1ccccc1 (stereo unspecified),-12,-0.3,4,-1.8
Cc1c(C(=O)O)sc2ncn(CC(=O)N3CCOCC3)c(=O)c12,11,0.1,20,3.0
CC(C)(C)NC(=O)NC(=O)CSc1nnc(-c2c[nH]c3ccccc23)o1,-12,0.0,1,0.9
COC(=O)c1ccc(NC(=O)CCNS(=O)(=O)c2cccc3nonc23)cc1,-3,0.6,20,-0.6
CCOC(=O)C(CCCOc1ccccc1)C(=O)OCC,-2,0.1,-5,-0.2
Cc1cc2c(c(=O)n1Cc1cccs1)C(c1ccc(Cl)cc1)C(C#N)=C(N)O2 (stereo unspecified),6,-0.1,8,-0.1
Cc1cnc(C)c(-c2ccc3c(c2)CC(CNC(=O)c2cc(C)on2)O3)n1 (stereo unspecified),-5,-0.1,4,-0.9
CC(=NC1CCCCC1)c1sc2ccccc2c1O,-16,0.0,5,1.7
O=C1C2OCC(O2)C2C3C=CC(C3)C12 (stereo unspecified),-1,0.0,-4,0.2
COc1ccc2c(c1OC)C(=O)OC2,1,0.1,-6,2.7
COc1ccc(Nc2cc(C)nc(N3CCN(S(=O)(=O)c4cc(C)ccc4OC)CC3)n2)cc1,14,0.1,7,1.8
COc1ccc(Cn2c(SCC(N)=O)nc3c(oc4ccccc43)c2=O)cc1,-9,-0.3,2,-1.0
Cc1ccc(NC(=O)/C(=C/c2cccc([N+](=O)[O-])c2)NC(=O)c2ccccc2F)c(Br)c1,4,-0.2,-8,0.6
CC1Cc2ccccc2N1CC(=O)NCc1ccccc1Cl (stereo unspecified),-3,-0.1,10,-0.4
O=C(CCNc1c(N2CCCC2)c(=O)c1=O)Nc1cccc(Cl)c1,5,0.1,9,0.8
Cc1ccc(-c2nc3n(n2)C(c2cccnc2)C2=C(CCCC2=O)N3)cc1 (stereo unspecified),-9,0.1,-3,0.7
COc1ccccc1NC(=O)CSc1nc(-c2cccc(C)c2)ns1,0,0.0,5,-4.4
CSc1ccc(/C=C(\C#N)c2ccccn2)cc1,-7,0.2,10,-3.4
COCCCNC(=O)CN1C(=O)COc2ccc(S(=O)(=O)N3CCCC3)cc21,6,-0.1,7,0.0
CC(C)CCNC(=O)CCc1nnc2n(Cc3ccccc3)c(=O)c3ccccc3n12,-2,0.3,-5,0.6
CC(C)[C@H](NS(=O)(=O)c1ccc(Br)cc1)C(=O)O,-5,-0.2,-7,-1.3
CC1CN(C(=O)Nc2cccc(Cl)c2)C2(CCCCCC2)O1 (stereo unspecified),-9,0.0,2,0.8
COc1cccc(S(=O)(=O)Nc2ccc(C(C)=O)cc2)c1,-60,-0.2,3,1.5
CN1CCN(c2ccc(-c3cc(NCc4cccc(C(F)(F)F)c4)ncn3)cc2)CC1,-29,-0.1,-13,0.5
COc1ccccc1NC1CC(=O)N(c2ccccc2OC)C1=O (stereo unspecified),6,0.0,9,-1.1
N#Cc1cc(-c2ccc(F)cc2)no1,-1,-0.1,0,2.6
COc1ccc(C2OC(c3ccccc3)C(C)N2C)cc1 (stereo unspecified),4,0.1,10,-0.5
CCN(CC)S(=O)(=O)c1ccc(OC)c(NC(=O)Nc2ccccc2C)c1,1,0.0,-5,-0.2
CC(=O)C1=C(C)Nc2ncnn2C1c1ccc(OCc2ccccc2)cc1 (stereo unspecified),-5,0.0,-9,1.9
c1ccc2c(c1)nc(NCCN1CCOCC1)c1nncn12,2,-0.1,-1,-0.5
CC(O)CCC(=O)NNC1=CC(=O)CC(C)(C)C1 (stereo unspecified),-6,0.3,-2,-1.3
COc1cc(/C=C2/C(=N)N3C(c4ccccc4)=CSC3=NC2=O)ccc1OCCCOc1ccc(C)cc1,-6,0.0,12,-0.3

# Copied from the results shown, 5 compounds:
SMILES,TEAD-YAP block,FBW7 activator,MITF primary,GPR151 activ
CCOc1ccccc1NC(=O)COC(=O)C(CC(C)C)NC(N)=O (stereo unspecified),1,0.1,7,1.5
O=C(Nc1ccc(Oc2ccccc2)cc1)c1csc(-c2csc3ccccc23)n1,-27,0.1,-1,-0.1
Cc1ccc(-c2[nH]nc3c2C(c2cccnc2)C(C#N)=C(N)O3)cc1 (stereo unspecified),-12,0.1,9,1.2
CCCN1C(=O)c2cc(C(=O)NCc3ccc(OC)cc3)ccc2C1O (stereo unspecified),4,0.1,5,0.1
CCOC(=O)C(Oc1ccc([N+](=O)[O-])cc1)c1ccccc1 (stereo unspecified),-12,-0.3,4,-1.8

# Additional entries follow:
SMILES,TEAD-YAP block,FBW7 activator,MITF primary,GPR151 activ
CCCCN(c1ccccc1)S(=O)(=O)c1cc2c3c(c1)CCC(=O)N3CCC2,1,0.1,10,-1.0
CCCCCCOc1ccc(NC(=O)C2CC(=O)N(CC)C(=Nc3ccc(C(=O)OC)cc3)S2)cc1 (stereo unspecified),-10,0.7,11,-0.5
COc1cc(C(=O)N2CCN(CC3CC=CCC3)CC2)cc(OC)c1OC (stereo unspecified),6,-0.1,32,1.2
Cc1ccc(OCC(=O)N/N=C/c2ccc([N+](=O)[O-])c(O)c2)cc1C,11,0.1,-4,0.4
CCOC(=O)C1=CN(C)C=C(C(=O)OCC)C1c1cc(OC)c(O)c(OC)c1,-10,0.0,15,-1.1
Oc1ccc[n+](CCCCC[n+]2cccc(O)c2)c1,7,0.1,11,1.4
O=C(Oc1ccc2ccccc2c1)c1ccccc1,9,0.4,3,-2.7
O=C(NCc1ccccc1F)Nc1ccc([N+](=O)[O-])cc1,1,0.7,13,-1.2
Cc1ccc(C)c(NC(=O)C(Cc2ccc(OCc3ccccc3)cc2)NC(=O)OCc2ccccc2)c1 (stereo unspecified),7,0.1,0,0.6
COc1ccc(Cn2c(=O)c3c(n4cnnc24)-c2ccccc2CC32CCCCC2)cc1,-19,0.0,-7,0.1
CC(C)c1ccc(C2C3=C(Nc4c2c(=O)n(C)c(=O)n4C)c2ccccc2C3=O)cc1 (stereo unspecified),2,0.7,14,3.3
COc1ccc(N2C(=O)CC(NCc3ccc(F)cc3)C2=O)cc1 (stereo unspecified),-12,0.4,22,-0.1
O=C1OC(c2ccc(Cl)cc2)=N/C1=C\c1coc2ccccc2c1=O,2,-0.1,5,0.9
C/C(CC(C)C)=N\Nc1ccc(Cl)c(C(=O)O)c1,9,-0.1,42,-0.7
CC(=O)Oc1ccc(C(=O)NNC(=O)c2ccco2)cc1,-17,-0.2,-6,-2.0
O=[N+]([O-])c1cccc(S(=O)(=O)Nc2ccccc2F)c1,2,0.3,15,-0.9
N[C@H](Cc1ccc(Br)cc1)C(=O)N1CC[C@H](C(=O)Nc2ccc3[nH]ncc3c2)C1,-2,0.1,1,2.5
N[C@@H](CC(=O)O)C(=O)O,.,0.1,22,3.0
Cc1cc(C)c2nc(N3CCCC(C(=O)NCC4CCCO4)C3)sc2c1 (stereo unspecified),-23,0.0,-8,0.8
CN1CCN(c2cc(-c3cn[nH]c3)ccc2NC(=O)Cc2cccc(Cl)c2)CC1,-6,0.0,14,5.2*
COCCCn1c(Cc2ccccc2)nnc1SCC(=O)OC,7,0.3,12,0.6
CCOc1ccc(NC(=O)NC2(C(=O)N3CCCCC3)CCCCC2)cc1,-3,0.1,-3,-0.2
Cc1nnc2c3cc(-c4ccccc4)sc3ncn12,-29,-0.1,2,0.9
CC(=O)OCC1OC(SCCOc2ccc(C)cc2)C(OC(C)=O)C(OC(C)=O)C1OC(C)=O (stereo unspecified),-4,0.2,15,-0.3
CN(C)c1ccc(/C=N/Nc2ccc3nnc(C(F)(F)C(F)(F)C(F)(F)F)n3n2)cc1,-11,-0.1,-10,1.7
COc1cccc(C(=O)Nc2ccc(F)cc2F)c1OC,-70,0.1,-7,-1.8
CC(=O)NC(Cc1cccc(F)c1)C(=O)NC1CCN(c2ncccc2[N+](=O)[O-])CC1 (stereo unspecified),6,0.0,9,-0.7
O=C(CCCNS(=O)(=O)c1ccccc1)NCc1ccco1,12,0.0,5,-0.2
COc1ccc(COC(=O)C2COc3ccccc3O2)cc1F (stereo unspecified),6,0.0,3,2.5
COCCNC(=O)CNC(=O)Cn1cnc2sc3c(c2c1=O)CCCC3,1,0.0,9,0.0
CCCn1ncc(CN2CCCC(CCC(=O)N3CCN(c4ccccn4)CC3)C2)c1C (stereo unspecified),-1,-0.2,-8,-0.3
COc1nc(NCc2ccccc2)nc(-c2ccc(N3CCOCC3)nc2)n1,-9,0.4,22,-1.7
COc1cccc2c(Nc3cccc(C(F)(F)F)c3)cc(C)nc12,12,-0.1,5,0.7
CCOC(=O)c1c(NC(=O)c2cc3ccccc3o2)sc2c1CCC(C)C2 (stereo unspecified),-1,-0.1,0,0.2
COc1cccc(CNC(=O)Cn2cc([N+](=O)[O-])cn2)c1,-9,0.8,6,-1.9
O=C1C(c2[nH]c3c(Br)cc(Br)cc3c2O)=Nc2c(Br)cc(Br)cc21,3,0.1,6,0.7

# Looked up by compound from the list above:
SMILES,TEAD-YAP block,FBW7 activator,MITF primary,GPR151 activ
COc1cccc(C(=O)Nc2ccc(F)cc2F)c1OC,-70,0.1,-7,-1.8
CCCn1ncc(CN2CCCC(CCC(=O)N3CCN(c4ccccn4)CC3)C2)c1C (stereo unspecified),-1,-0.2,-8,-0.3

# Next structures.
SMILES,TEAD-YAP block,FBW7 activator,MITF primary,GPR151 activ
CCCC(=O)OCCNc1cc(Sc2nccn2C)c2nonc2c1[N+](=O)[O-],2,-0.2,-1,-0.4
COc1cc(/C=N/NC(=O)C(=O)NC(C)c2ccccc2)cc(OC)c1OC (stereo unspecified),7,0.2,9,-0.1
CN(CC(=O)NCc1ccc(Cl)cc1)c1nnc(N2CCCC2=O)s1,3,-0.1,2,-1.0
O=C(N/N=C/c1cccc(C(F)(F)F)c1)c1ccncc1,-5,-0.2,-13,-0.2
NC(=O)NC(=O)COC(=O)CCC(=O)c1cccs1,5,0.0,-2,0.5
O=C(O)CSc1nnc2n(CC(=O)N3CCCC3)c3ccccc3n12,4,-0.2,-7,0.7
O=C1C(=C2C=CN(CCc3ccccc3)C=C2)C(=O)c2ccccc21,-65,-0.1,-7,-0.8
Cc1nc2c(C(=O)NC(C)C)cnn2c(C)c1Cc1ccc(Cl)cc1,4,-0.1,4,0.5
Cc1c(OCC(=O)OC(C)(C)C)ccc2c3c(c(=O)oc12)CCC3,4,0.0,9,0.6
CCOc1ccc(C2Nn3c(C)nnc3SC2C(=O)NCCOC)cc1 (stereo unspecified),-4,0.0,1,0.0
Cc1nc(NC(=O)c2cccnc2)sc1C,-15,-0.1,-14,-2.8
Cc1ccc(NC(=O)/C=C2/c3ccccc3CC(C)(C)N2C)cc1,-12,0.0,11,0.8
CC(=O)c1cccc(NC(=O)CSc2ccc(-c3ccc4c(c3)OCO4)nn2)c1,7,0.8,9,0.4
OCc1ccc(OCc2ccccc2F)cc1,-11,-0.2,-4,-4.2
CN(C)Cc1c(C(=O)N/N=C/c2cccc(Cl)c2)nnn1-c1nonc1N,4,-0.1,17,-0.9
COc1cccc(/C=C2/NC(=O)NC2=O)c1OC,8,0.7,7,-1.1
COC(=O)c1nsc(Cl)c1Cl,8,0.1,10,6.8*
CC(NS(=O)(=O)c1ccc(Br)cc1)C(=O)NCc1ccc2c(c1)OCO2 (stereo unspecified),-2,0.0,-13,-0.7
O=C(CCC1CCCCC1)Nc1nn[nH]n1,1,-0.1,1,7.7*
CSC(=S)n1c(C)nc2ccccc21,-2,-0.2,-1,1.1
O=c1c2[nH]c3ccccc3c2ncn1CCCN1CCCCCC1,-3,-0.1,-26,-0.1
O=C1NC(=Nc2ccccc2)S/C1=C/c1ccccc1OCc1ccc(Cl)cc1Cl,0,-0.3,1,-1.5
CCCCCCNc1nc2c(c(=O)[nH]c(=O)n2C)n1CC(O)COc1ccc(OC)cc1 (stereo unspecified),-11,-0.1,1,0.0
O=C(/C=C/c1c(F)cccc1Cl)NCc1cccnc1,-4,0.1,16,1.3
Nc1ccc(S(=O)(=O)NC(=O)CCCCC(=O)NS(=O)(=O)c2ccc(N)cc2)cc1,-5,-0.2,3,1.3
CCOC(=O)c1c(NC(=O)CSc2nc3nc(C)cc(C)n3n2)sc(C(C)=O)c1C,0,0.1,-5,0.1
COCCCNc1oc(-c2ccc(C)cc2)nc1C#N,-94,0.1,22,0.4
CCOc1ccc(/C=N\NC(=O)C2CC(=O)N(c3ccc(Br)cc3)C2)cc1 (stereo unspecified),10,0.1,7,1.3
Cc1cc(=O)c(OCc2ccc(F)cc2)cn1CC(=O)N1CCC(C)CC1,3,0.3,3,-1.4

# Sorted by count of non-hydrogen atoms (largest number first): part of the list above
SMILES,TEAD-YAP block,FBW7 activator,MITF primary,GPR151 activ
CCOC(=O)c1c(NC(=O)CSc2nc3nc(C)cc(C)n3n2)sc(C(C)=O)c1C,0,0.1,-5,0.1
Cc1cc(=O)c(OCc2ccc(F)cc2)cn1CC(=O)N1CCC(C)CC1,3,0.3,3,-1.4
COCCCNc1oc(-c2ccc(C)cc2)nc1C#N,-94,0.1,22,0.4

# Compound activity: PubChem, The Scripps Research Institute Molecular Screening Center
